BAZ2B block = BAZ2B (human) inhibition. hit rate 4.4% among 360,000. AlphaScreen BAZ2B-H3K14Ac peptide displacement. Potency, µM (doses to about 114 µM), for inactives: at the highest dose activity change, negative = inhibition, actives largely listed as inhibitors. Q9UIF8. AID 504333; further: on the % scale 0 is the no-effect control and ±100 the full control effect; nearly all actives have a fitted effect of over 60% in size
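Compounds, titrated to a top concentration of 110 uM, were incubated 30 min at room temperature with preformed BAZ2B/acetyl-K14 H3 peptide complex (50 nM each). Proximity signal was measured by AlphaScreen after 20 min with beads.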
Pol iota inh = blocks human DNA polymerase iota activity. Q9UNA4. Pol iota fluorescent replication assay, 10 min. Potency, µM (titrated, usually from 115 µM), for inactives: at the top dose activity, negative = inhibition, actives largely listed as inhibitors. hit rate 1% among 390,000. AID 588590
Target sequence (Q9UNA4 whole entry, looked up): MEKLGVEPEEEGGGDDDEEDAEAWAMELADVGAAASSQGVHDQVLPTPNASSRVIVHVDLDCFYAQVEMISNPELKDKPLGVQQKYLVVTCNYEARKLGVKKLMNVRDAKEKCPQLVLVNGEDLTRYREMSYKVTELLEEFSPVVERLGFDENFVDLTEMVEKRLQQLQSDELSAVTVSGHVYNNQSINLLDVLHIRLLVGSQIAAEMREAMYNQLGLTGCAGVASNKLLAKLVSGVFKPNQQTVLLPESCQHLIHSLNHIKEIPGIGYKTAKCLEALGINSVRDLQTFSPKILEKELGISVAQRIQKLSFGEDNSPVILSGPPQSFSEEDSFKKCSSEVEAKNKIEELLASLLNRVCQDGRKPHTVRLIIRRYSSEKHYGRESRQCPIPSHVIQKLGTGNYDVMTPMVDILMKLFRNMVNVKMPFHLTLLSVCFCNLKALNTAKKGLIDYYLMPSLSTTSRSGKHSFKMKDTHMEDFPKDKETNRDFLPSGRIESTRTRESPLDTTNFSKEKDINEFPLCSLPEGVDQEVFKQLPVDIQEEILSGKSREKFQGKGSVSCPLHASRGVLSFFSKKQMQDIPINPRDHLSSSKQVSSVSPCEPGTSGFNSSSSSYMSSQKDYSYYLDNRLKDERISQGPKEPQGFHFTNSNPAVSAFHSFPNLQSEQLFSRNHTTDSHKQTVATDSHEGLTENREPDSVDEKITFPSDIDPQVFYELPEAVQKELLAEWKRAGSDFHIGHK
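Fluorescent replication assay read twice, at 0 min and 10 min after adding 50 nM (final) substrate. Enzyme (10 nM) and compounds were first incubated 15 min at room temperature; enzyme-free buffer wells were negative controls.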
POLB inh = inhibitors of human DNA polymerase beta; P06746; Pol beta primer extension/strand displacement, fluorescence kinetic; Potency, µM (series often up to 114 µM), without a hit: top-dose activity change, negative = inhibition, actives largely listed as inhibitors; hit rate 1.3% among 340,000; further: on the % scale 0 is the no-effect control and ±100 the full control effect
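Pol beta (10 nM) and compounds were preincubated 15 min at room temperature, then 50 nM substrate (final) started primer extension/strand displacement. Reads were taken at 0 and 10 min; concentration-response data were fitted to a four-parameter Hill equation.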
POLK inh = DNA polymerase kappa (human) inhibition | Q9UBT6 | purified Pol kappa, fluorescent DNA synthesis assay, 10 min | Potency, µM (doses to about 107 µM), for the others: top-dose activity, negative = inhibition, most hits filed as inhibitors | hit rate 0.53% among 400,000 | AID 588579; further: on the % scale 0 is the no-effect control and ±100 the full control effect
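Activity was followed as the change in fluorescence between reads at 0 and 10 min after starting the reaction with 50 nM substrate. Beforehand, 10 nM polymerase had been preincubated with compound for 15 min at room temperature.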
G9a block = G9a (human) methyltransferase inhibition | Q96KQ7 | G9a H3K9 monomethylation, AlphaScreen, 2 h | Potency, µM (titrated, usually from 102 µM), inactives show at the highest dose activity, negative = inhibition, usual class: inhibitors | hit rate 8.8% among 350,000 | AID 504332; further: on the % scale 0 is the no-effect control and ±100 the full control effect; nearly all actives have a fitted effect of over 75% in size
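Readings reflect AlphaScreen signal from monomethyl-H3K9 antibody detection. HMT at 20 nM; substrate b-H3K9 500 nM; cofactor SAM 20 uM; 2 h RT reaction; compounds tested as titrations in qHTS with 15 min preincubation.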
BLM inh = blocks DNA unwinding by human BLM helicase; P54132; recombinant BLM DNA unwinding, fluorescence dequenching; Potency, µM (series often up to 56.1 µM), without a hit: at the top dose activity change, negative = inhibition, usual class: inhibitors; hit rate 0.2% among 350,000; AID 2528;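 further: plate controls were vehicle for no effect and no enzyme for full effect; nearly all actives have a fitted effect of over 35% in size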
POLH inh = inhibitors of human DNA polymerase eta. Q9Y253. recombinant Pol eta, fluorescent DNA replication assay. Potency, µM (top dose mostly 114 µM), for the others: at the highest dose activity change, negative = inhibition, most hits filed as inhibitors. AID 588591. hit rate 1.2% among 390,000; further: on the % scale 0 is the no-effect control and ±100 the full control effect
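Pol eta (10 nM) was preincubated with compounds for 15 min at room temperature, after which fluorescent replication substrate (50 nM final) was added to start the reaction. Fluorescence was read kinetically at 0 and 10 min.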
JMJD2A Tudor = blocks the human JMJD2A Tudor domain; O75164; AlphaScreen JMJD2A-Tudor / H3K4me3 peptide binding; Potency, µM (titrated, usually from 114 µM), inactives show at the highest dose activity change, negative = inhibition, usual class: inhibitors; hit rate 4.4% among 390,000; AID 504339; further: on the % scale 0 is the no-effect control and ±100 the full control effect; nearly all actives have a fitted effect of over 50% in size
APEX1 inh = APE1 (human) endonuclease inhibition. P27695. Potency, µM (top dose mostly 65.8 µM), for inactives: top-dose activity change, negative = inhibition, hits mostly inhibitors. hit rate 0.35% among 350,000. recombinant APE1, TAMRA/BHQ-2 abasic DNA cleavage fluorescence;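 further: plate controls were vehicle for no effect and reference inhibitor for full effect; nearly all actives have a fitted effect of over 55% in size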
Target sequence (P27695 whole entry, looked up): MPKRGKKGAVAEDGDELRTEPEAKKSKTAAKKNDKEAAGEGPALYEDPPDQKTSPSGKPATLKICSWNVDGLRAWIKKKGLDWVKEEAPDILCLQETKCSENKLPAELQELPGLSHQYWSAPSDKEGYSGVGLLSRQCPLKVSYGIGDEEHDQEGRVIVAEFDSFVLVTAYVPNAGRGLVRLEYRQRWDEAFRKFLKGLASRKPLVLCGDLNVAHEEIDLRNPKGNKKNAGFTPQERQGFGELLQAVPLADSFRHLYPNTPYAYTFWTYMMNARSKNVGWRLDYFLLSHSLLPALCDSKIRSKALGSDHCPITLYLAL
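Enzyme (0.75 nM final) and test compound are incubated 15 min at room temperature before adding 50 nM quenched THF abasic-site duplex. Cleavage dequenches TAMRA, followed at 525/598 nm over three reads one minute apart.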
Numbers without * were called inactive; ? = inconclusive; / = not tested or not shown; & = joins results of further samples; [ ] = remark or other dose. The call rests on the fitted dose curve; in most records, active means well fitted curve in the direction sought with a large enough effect; inconclusive means small, poorly fitted or top-dose-only effect, or another doubt; inactive means no such curve, though single readings can be large; an effect the other way counts as inactive or inconclusive. Potency means the concentration at half of the fitted maximal effect.

No.	Compound	BAZ2B block	Pol iota inh	POLB inh	POLK inh	G9a block
1	CCOC(=O)c1ccc(NC(=O)c2cn(CCC#N)nc2-c2ccc3c(c2)OCCO3)cc1	-13%	13%	3%	-9%	2%[59 µM]
2	Cc1ccc2occ(/C=N/NC(=O)[C@@H](N)Cc3ccccc3)c(=O)c2c1	?	1%	1%	-8%	2%
3	Cc1ccc(CS(=O)(=O)CCC(=O)NCCCN2CCCC2)cc1	-8%	-26%	-1%	-8%[60.1 µM]	5%[12.7 µM]
4	COc1ccc(CCNC(=O)CSc2cc(=O)n(C)c3ccccc23)cc1OC	/	26%	13%	-2%	?
5	COc1cccc(NC(=O)c2ccc(S(=O)(=O)NCc3cccnc3)cc2)c1	-12%	126%[activator]	16%	-3%	13%
6	CC(C)C(C)NC(=O)COn1nnc2ccc(S(=O)(=O)N3CCOCC3)cc21 (stereo unspecified)	-1%	-18%	/	-7%	28%[12.7 µM]
7	COc1ccc(/C(C)=N/N=C(N)N)c(O)c1	-6%	-1%	0%	-6%	45%[59 µM]
8	CCN(c1ccccc1)S(=O)(=O)c1cccc(C(=O)NCc2ccncc2)c1	-2%	25%	/	-2%	12%[0.501 µM]
9	O=C(NCc1cccnc1)c1ccc(Cl)cc1[N+](=O)[O-]	6%	10%	0%	6%	-33%
10	CCCCn1c(N)c(N(CC(C)C)C(=O)CSc2ccc([N+](=O)[O-])cc2)c(=O)[nH]c1=O	7%	22%	/	-7%	50µM*
11	Cc1ccc(Sc2nc(C)c([N+](=O)[O-])c(C)c2C#N)cc1	-31%	25%	0%	-8%	?
12	CCOc1ccc(NC(=O)CN(C)C(=O)c2ccncc2)cc1OCC	-35%	-1%	0%	5%	40µM*

No.	BLM inh	POLH inh	JMJD2A Tudor	APEX1 inh
1	-4%	-30%	-5%	4%
2	-1%	0%	-26%	-1%
3	1%	-7%	-10%	2%
4	4%	-7%	-5%	/
5	-4%	-18%	-13%	36%
6	/	-6%	11%	13%
7	19%	-3%	-4%	2%
8	/	-19%	0%	3%
9	-1%	-12%	-11%	-2%
10	/	4%	-17%	-1%
11	-3%	-11%	?	1%
12	-12%	-2%	-5%	-23%

Following part.
No.	Compound	BAZ2B block	Pol iota inh	POLB inh	POLK inh	G9a block
13	C=CC(C)(O)CCCC(C)CCCC(C)CCCC(C)C (stereo unspecified)	14%	43%	/	26%	-1%[0.501 µM]
14	NC(=O)c1ccsc1NC(=O)C1CCCCC1	8%	-3%	8%	-3%	9%
15	C=C1SC(=Nc2ccccc2Cl)N(C(=O)c2sc3ccccc3c2Cl)C12CCCCC2	3%	/	0%	/	77%[activator]
16	O=C(NC1CCCCC1)Oc1cc2oc(=O)sc2cc1Br	-19%	85%[activator]	-5%	5%	40µM*
17	CCCOc1ccccc1OCC(=O)N1CCN(S(=O)(=O)c2ccc(Cl)cc2)CC1	-3%	34%[activator]	/	-3%	?
18	Cc1ccc(NC(=O)c2cccc(NC(=O)CC3SC(N4CCCCC4)=NC3=O)c2)nc1 (stereo unspecified)	0%	23%	/	5%	?
19	CCC(=O)N1CCc2cc(S(=O)(=O)NC(CC(C)C)C(=O)Nc3cc(C)ccc3OC)ccc21 (stereo unspecified)	/	-5%	1%	-6%	-2%[59 µM]
20	O=C(CSc1ncnc2ccccc12)NCC(=O)c1ccccc1	11%	34%[activator]	3%	-5%	12%[59 µM]
21	CCOc1ccc(S(=O)(=O)Nc2nc3ccccc3nc2Cl)cc1	0%	7%	-2%	-3%	7%
22	CCc1noc(C)c1C(=O)NNC(=O)c1ccccc1	8%	-11%	/	0%	4%[2.33 µM]
23	COC(=O)CCC(=O)Nc1ccc(Br)cc1	12%	10%	1%	2%	?
24	O=C(Nc1ccccc1)c1ccc2nsnc2c1	-7%	11%	?	-14%	26%

No.	BLM inh	POLH inh	JMJD2A Tudor	APEX1 inh
13	-13%	-16%	23%	-29%&-1%&0%
14	1%	-15%	-16%	-2%
15	-8%	/	/	2%
16	-2%	7%	-27%	-4%
17	/	-17%	-12%	-23%
18	/	-8%	-8%	2%
19	0%	-6%	-13%	/
20	1%	-4%	-13%	2%
21	-5%	-3%	-2%	32%
22	/	-13%	5%	-6%
23	0%	-13%	-15%	-1%
24	-8%	13%	-12%[57.1 µM]	2%

Next section.
No.	Compound	BAZ2B block	Pol iota inh	POLB inh	POLK inh	G9a block
25	O=C(Nc1ccccc1C(=O)N1CCN(c2cccc(Cl)c2)CC1)C1=CSCCO1	71µM*	0%	-3%	-20%	32%[59 µM]
26	CC(C)(C)[C@H]1C=C(C(=O)N2CCOCC2)O[C@@H](OCCCCO)C1	-2%	8%	-2%	-13%	25%[59 µM]
27	O=C(CSc1ncc2c(n1)-c1ccccc1N(Cc1ccccc1)S2(=O)=O)Nc1ccccc1	5%	9%	9%	-6%	11%[59 µM]
28	O=C(NC(=S)NC1CCN(Cc2ccccc2)CC1)c1ccc(F)cc1	?	8%	9%	3%	-19%
29	Cc1cc(C)n(-c2ccc(S(=O)(=O)N3CCOCC3)cc2[N+](=O)[O-])n1	20%	43%[activator]	24%	-4%	-6%
30	CCCCC(CC)COC(=O)c1ccc(N(C)C)cc1 (stereo unspecified)	87%[activator]	16%	/	-16%	-4%[0.501 µM]
31	Cc1ccc(NC(=O)CN(C)C(=O)c2cccc(S(=O)(=O)NCc3ccco3)c2)cc1	?	56µM*	/	?	?
32	Cc1ccc(NC(=O)c2nc[nH]c2C(=O)Nc2ccc(C)cc2)cc1	2%	12%	36%	-12%	5%[59 µM]
33	COc1ccc(CN(C)CC(=O)Nc2ccccc2C(=O)NC2CC2)cc1OC	7%	26%	/	-8%	18%[2.33 µM]
34	CCN1CCN(c2ncc3c(n2)CCN(Cc2cccc(F)c2F)C3)CC1	?	25%	43%	-7%[60.1 µM]	-27%[12.7 µM]
35	C=CCOc1ccc(C=CC(=O)c2c(O)c(OC)c(OC)c(OC)c2OC)cc1	/	5%	/	-19%	/
36	O=S(=O)(Nc1ccc2ccccc2c1)N1CCCCC1	/	3%	/	-14%	/

No.	BLM inh	POLH inh	JMJD2A Tudor	APEX1 inh
25	-7%	-3%	-34%	0%
26	-3%	-7%	-2%	2%
27	0%	6%	-10%	/
28	-7%	-10%	?	-6%
29	2%	-6%	-10%	2%
30	-13%	-7%	41%[activator]	-8%&1%
31	/	?	?	-30%
32	-1%	-13%	-13%	13%
33	/	-21%	-2%	30%
34	4%	-7%	?	/
35	/	?	14µM*	/
36	/	-12%	-17%	/

Continued.
No.	Compound	BAZ2B block	Pol iota inh	POLB inh	POLK inh	G9a block
37	COc1nccnc1NS(=O)(=O)c1ccc(NCc2cc(Br)ccc2O)cc1	?	-12%	-1%	1%	45µM*
38	CCCOc1ccc(C(=O)c2ccccc2C(=O)O)cc1OCCC	-4%	9%	-29%	-9%	?
39	CN1C(=O)OC(C)(CCc2ccccc2)C1(C)O (stereo unspecified)	13%	7%	17%	-5%	-11%[2.33 µM]
40	CCOc1ccccc1NC(=O)C1=C(C)Nc2ncnn2C1c1ccc(C)o1 (stereo unspecified)	-4%	24%	2%	1%[60.1 µM]	6%[59 µM]
41	CCn1c(SCC(=O)NCc2ccco2)nnc1C(C)C	/	3%	-4%	-8%	-2%[59 µM]
42	COc1ccc(NC(=O)CN(C)C(C)C(=O)N2CCCCC2)cc1 (stereo unspecified)	22µM*	-1%	-1%	-25%	?
43	COc1ccc(/C=C/C(=O)NCCCn2ccnc2)cc1	?	-1%	13%	-3%	-12%[59 µM]
44	COc1cc(NC(=O)c2ccccc2Cl)ccc1NC(=O)c1ccco1	-10%	6%	9%	5%	18%[59 µM]
45	CC(=O)c1cccc(NC(=O)c2ccc3nc(Cc4ccccc4)oc3c2)c1	-4%	?	1%	-11%[60.1 µM]	3%[59 µM]
46	CCS(=O)(=O)c1ccc(O)c(NC(=O)COc2ccc(Cl)cc2)c1	-25%	14%	0%	-9%	1%
47	CC1Cc2nc(SCC(=O)NCc3ccccc3)n(Cc3ccccc3)c(=O)c2S1 (stereo unspecified)	-9%	17%	-24%	4%	-5%[59 µM]

No.	BLM inh	POLH inh	JMJD2A Tudor	APEX1 inh
37	-3%	-4%	-36%	39%
38	3%	-17%	-2%	?
39	-3%	7%	-1%	1%
40	2%	-14%	-20%	/
41	1%	-8%	12%	-3%
42	-1%	-9%	0.89µM*	10%
43	1%	-11%	-6%	-4%
44	-3%	-10%	1%	-1%
45	-3%	-16%	-24%	/
46	-3%	-25%	3%	-2%
47	2%	-8%	-22%	7%

Molecules above that have a Cl atom:
No.	Compound	BAZ2B block	Pol iota inh	POLB inh	POLK inh	G9a block
9	O=C(NCc1cccnc1)c1ccc(Cl)cc1[N+](=O)[O-]	6%	10%	0%	6%	-33%
15	C=C1SC(=Nc2ccccc2Cl)N(C(=O)c2sc3ccccc3c2Cl)C12CCCCC2	3%	/	0%	/	77%[activator]
17	CCCOc1ccccc1OCC(=O)N1CCN(S(=O)(=O)c2ccc(Cl)cc2)CC1	-3%	34%[activator]	/	-3%	?
21	CCOc1ccc(S(=O)(=O)Nc2nc3ccccc3nc2Cl)cc1	0%	7%	-2%	-3%	7%
25	O=C(Nc1ccccc1C(=O)N1CCN(c2cccc(Cl)c2)CC1)C1=CSCCO1	71µM*	0%	-3%	-20%	32%[59 µM]
44	COc1cc(NC(=O)c2ccccc2Cl)ccc1NC(=O)c1ccco1	-10%	6%	9%	5%	18%[59 µM]
46	CCS(=O)(=O)c1ccc(O)c(NC(=O)COc2ccc(Cl)cc2)c1	-25%	14%	0%	-9%	1%

No.	BLM inh	POLH inh	JMJD2A Tudor	APEX1 inh
9	-1%	-12%	-11%	-2%
15	-8%	/	/	2%
17	/	-17%	-12%	-23%
21	-5%	-3%	-2%	32%
25	-7%	-3%	-34%	0%
44	-3%	-10%	1%	-1%
46	-3%	-25%	3%	-2%

Not all compounds are listed; count on the stated rates, not on these rows.
